# bIAP act: intestinal alkaline phosphatase (bovine) activation; purified bovine IAP, CDP-star luminescence, 30 min; stronger effect = higher value; fold of DMSO-control signal, blank-subtracted; activation factor at 20 µM; actives 0.17% (n = 200,000); AID 1016;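 active means activation factor of 2 or more at 20 µM, a signal rise over negative controls twice the positive control's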
# Diaph act CS: counter-screen for diaphorase-based assays: diaphorase activators and chemical reducers. Diaphorase/resazurin coupled assay, resorufin fluorescence, 16 min; stronger effect = higher value; 1 = vehicle wells, 0 = NADH-free wells. activation factor at 20 µM. actives 0.005% (n = 190,000). AID 1229;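 active means diaphorase activity raised at least twofold by the compound at 20 µM; inactive means activation factor below 2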
#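 Assay system: bacterial diaphorase enzyme (C. kluyveri) / Input: enzyme 0.07 U/mL final / Medium: 50 mM HEPES pH 7.4 with 4.542 mM MgCl2, 0.005% Tween 20 / Doses: single compound dose of 20 µM, 1% DMSO final / Incubation: 16 min enzyme reaction, ambient temperature / Signal: fluorescence, excitation 544 nm and emission 590 nm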
# bIAP inh: blocks bovine intestinal alkaline phosphatase activity; purified bovine IAP, CDP-star luminescence, 30 min; inhibition, % at 20 µM; 190,000 tested, under 10 active;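 active means over 50% inhibition of intestinal alkaline phosphatase at 20 µM in the single-dose screen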
#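 test system = bovine IAP enzyme | medium = DEA buffer 100 mM, pH 9.8, with MgCl2 1.0 mM, ZnCl2 0.02 mM | detection = luminescence | dosing = single compound dose of 20 µM, 2% DMSO final | incubation = 30 min reaction at room temperature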
# Diaph inh CS: inhibits diaphorase or chemically oxidizes, flagging diaphorase assay artifacts | diaphorase resazurin-to-resorufin fluorescence, NADH, 16 min; bacterial (C. kluyveri) enzyme, not human | inhibition, % at 20 µM | actives 0.69% (n = 190,000);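 active means primary screen inhibition at 20 µM above a set limit, cut at about 50% in these data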;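 further: plate controls were DMSO with full reaction for no effect and wells lacking NADH for full effect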
#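 material = Clostridium kluyveri diaphorase enzyme | amount = 0.14 U/mL diaphorase, enzyme working solution | schedule = incubation 16 min, room temperature | detection = fluorescence of resorufin formed from resazurin, Ex 544/Em 590 nm | benchmarks = positive control minus NADH, DMSO neutral control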
# PMI act hi M6P: activators of human phosphomannose isomerase at near-saturating mannose 6-phosphate; coupled PMI enzyme assay, resazurin fluorescence, 20 min; stronger effect = higher value; 1 = untreated enzyme, 0 = substrate-free blank; activation factor at 20 µM; actives 0.34% (n = 190,000); AID 1216;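 active means activation factor of 2 or more at 20 µM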
# Target sequence (P34949 whole entry, looked up): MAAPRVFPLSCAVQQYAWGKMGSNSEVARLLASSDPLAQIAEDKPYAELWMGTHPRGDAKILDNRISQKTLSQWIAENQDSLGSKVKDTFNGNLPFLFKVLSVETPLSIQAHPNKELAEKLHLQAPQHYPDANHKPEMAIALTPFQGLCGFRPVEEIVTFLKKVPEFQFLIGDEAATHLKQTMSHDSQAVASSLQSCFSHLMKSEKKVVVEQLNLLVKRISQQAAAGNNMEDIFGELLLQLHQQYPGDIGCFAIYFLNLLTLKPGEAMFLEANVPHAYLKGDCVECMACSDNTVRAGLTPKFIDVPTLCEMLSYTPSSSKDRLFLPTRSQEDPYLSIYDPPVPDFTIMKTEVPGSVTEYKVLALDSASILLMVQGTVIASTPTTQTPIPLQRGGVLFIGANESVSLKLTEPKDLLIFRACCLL
#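 assay system = human phosphomannose isomerase with PGI, G6PDH, diaphorase coupling enzymes | quantity = 15 ng/mL PMI | incubation = enzyme reaction with compound 20 min at room temperature | medium = HEPES pH 7.4 buffer with MgCl2 and Tween-20 | compound dosing = one concentration, 20 µM, in 1% DMSO | measured by = Diaphorase-driven resazurin-to-resorufin fluorescence, excitation 544, emission 590 nm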
# L major viab: inhibitors of Leishmania major promastigote growth. actives 9% (n = 200,000). inhibition, % at 10 µM. Leishmania major promastigotes, resazurin fluorescence viability. AID 1063; in the data active means inhibition above about 50%;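 further: promastigotes grown with compound for 44 hours at 28 °C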
# TNAP act hi DEA: increases human TNAP activity under high phosphate acceptor concentration; P05186; purified TNAP, CDP-star luminescence, 1 M DEA, 30 min; stronger effect = higher value; 0 = EDTA background, 1 = DMSO-only activity; activation factor at 20 µM; 200,000 tested, under 10 active;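 active means activation factor at least 2 at 20 µM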
# Target sequence (P05186 whole entry, looked up): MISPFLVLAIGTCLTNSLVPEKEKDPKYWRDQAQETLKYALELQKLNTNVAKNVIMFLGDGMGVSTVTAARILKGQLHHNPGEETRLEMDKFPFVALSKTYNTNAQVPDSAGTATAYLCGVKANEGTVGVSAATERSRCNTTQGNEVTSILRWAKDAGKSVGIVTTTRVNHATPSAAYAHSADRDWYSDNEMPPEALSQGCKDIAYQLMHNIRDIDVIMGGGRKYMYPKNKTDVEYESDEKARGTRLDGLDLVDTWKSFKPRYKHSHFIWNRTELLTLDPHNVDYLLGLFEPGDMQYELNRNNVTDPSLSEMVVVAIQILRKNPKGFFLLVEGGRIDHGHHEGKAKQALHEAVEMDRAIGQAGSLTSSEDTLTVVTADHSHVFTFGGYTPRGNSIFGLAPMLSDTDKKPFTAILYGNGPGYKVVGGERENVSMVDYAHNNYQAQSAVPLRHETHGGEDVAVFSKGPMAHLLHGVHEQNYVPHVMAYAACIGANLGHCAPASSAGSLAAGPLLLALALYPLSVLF
#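 Test system – human TNAP · Doses – 20 µM single point · Incubation – 30 min, room temperature · Signal – luminescent substrate turnover signal · Read-out basis – activation factor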
# TNAP inh no acc: TNAP (human) inhibition, acceptor-free conditions. AID 1012. inhibition, % at 20 µM. P05186. purified TNAP, CDP-star luminescence, 30 min. actives 0.26% (n = 200,000);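 active means tissue-nonspecific alkaline phosphatase inhibition above about 50% at 20 µM in the single-dose screen, limit read from the data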;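 further: 0% = DMSO negative control and 100% = EDTA positive control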
# TNAP inh hiacc: TNAP (human) inhibition, high acceptor; AID 1135; P05186; actives 0.03% (n = 200,000); inhibition, % at 20 µM; purified TNAP, CDP-star luminescence, 1 M DEA;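 active means over 50% inhibition of tissue-nonspecific alkaline phosphatase at 20 µM in the single-dose screen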;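 further: plate controls were DMSO wells for no effect and EDTA-quenched wells as full inhibition for full effect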
# PMI activator: phosphomannose isomerase (human) activation. P34949. purified human PMI, coupled resazurin fluorescence, 20 min; stronger effect = higher value; 1 = vehicle control, 0 substrate-free wells. activation factor at 20 µM. actives 0.005% (n = 190,000). AID 1214;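 active means activation factor of 2 or more at 20 µM, relative to plate controls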
# Numbers without * were called inactive; . = not tested or not shown.
SMILES	Diaph inh CS	TNAP inh no acc	bIAP inh	bIAP act	TNAP inh hiacc	PMI act hi M6P	TNAP act hi DEA	Diaph act CS	L major viab	PMI activator
COc1ccc(C(=O)N/N=C/c2ccc(OC)c(CN3CCN(c4ccc(F)cc4)CC3)c2)cc1	4	-12	14	0.9	-3	1	1	1	-1	0.9
Cc1oc(-c2ccccc2Cl)nc1CN(Cc1ccccn1)C[C@@H]1CCC(=O)N1	8	-8	-4	1	-2	0.9	1	0.9	-5	1
COc1ccc(-c2nnc(SCc3nnc(-c4ccccc4)o3)n2C)cc1OC	16	-13	-2	1	-7	1	1.1	0.8	0	1
O=C(OCCN1C(=O)c2ccccc2C1=O)C1CCN(S(=O)(=O)c2cccs2)CC1	30	-3	5	0.9	-6	0.8	1.1	0.7	0	0.9
CNc1cc(CSc2ccc(Cl)cc2)nc(C)n1	0	-16	-8	1.1	-5	1.1	1.1	1	7	1
COc1ccc(C2C(C(=O)N3CCCC3)c3cc(OC)c(OC)cc3C(=O)N2C)cc1 (stereo unspecified)	13	-6	0	1	0	0.9	1	0.9	-4	0.9
Cc1ccc(-n2[nH]c(C)c(C=Nc3ccc4[nH]c(=O)[nH]c4c3)c2=O)cc1C	11	-1	-6	1.1	0	0.8	1	0.9	1	0.9
CCN(C(=O)CSc1nnnn1-c1cc(C)ccc1OC)C1CCS(=O)(=O)C1 (stereo unspecified)	15	-13	2	1	-8	1	1.1	0.8	-6	1
Cc1cccc(N2C(=O)CN=C2Nc2nc(C)cc(C)n2)c1	12	-10	-44	1.4	-6	1	1.1	0.9	-4	1
CCCCOc1ccc(/C(O)=C2/C(=O)C(=O)N(CCCOC)C2c2ccncc2)cc1 (stereo unspecified)	1	-5	8	0.9	-2	1.2	1	1	-9	1.1
COc1cc(CNCCc2ccc(S(N)(=O)=O)cc2)ccc1OCc1ccc(Cl)cc1	-3	2	-13	1.1	-3	1.1	1	1	100*	1
CC(=O)Nc1ccc(S(=O)(=O)NCC2CCC(C(=O)NC(C)c3ccc4c(c3)OCCO4)CC2)cc1 (stereo unspecified)	8	0	-9	1.1	3	0.9	1	0.9	4	0.9
COc1ccc(CNC(=O)c2cc3c(=O)n4ccccc4nc3n(CC3CCCO3)c2=N)cc1 (stereo unspecified)	0	1	6	0.9	6	0.9	0.9	1	.	0.9
Cc1cc(C(=O)CSc2nnc(-c3ccc4c(c3)OCO4)o2)c(C)n1-c1ccc(F)cc1	13	-7	-11	1.1	-3	0.9	1	0.9	-4	0.8
c1ccc(CN2CCC3(CC2)Nc2ccccc2CO3)cc1	15	-3	2	1	3	0.8	1	0.8	1	0.8
CCCC(=O)Nc1ccc(C(=O)NNC(=O)COc2ccc(Br)c(C)c2)cc1	-1	-7	-12	1.1	3	1	1	1	-1	0.9
C/C(CC(C)C)=N\Nc1ccc(S(N)(=O)=O)cc1[N+](=O)[O-]	9	4	48	0.5	16	1	0.8	0.9	6	1
Cc1sc2ncnc(Sc3nc4ccccc4s3)c2c1C	4	-3	14	0.9	-1	1	1	1	8	1
CCCSc1nc2c(c(=O)n1CC)SC(C)C2 (stereo unspecified)	20	-6	6	0.9	-1	0.9	1	0.8	-4	1
O=C(CSc1nc2ccccc2o1)NCC(=O)c1ccccc1	11	-4	2	1	-2	1	1	0.9	-5	0.9
O=C(/C=C/c1cccs1)NCc1cccnc1	7	-11	-18	1.2	-2	1	1	0.9	-5	1
COc1ccc(OC)c(NC(=O)Cn2cc(C=O)c3ccccc32)c1	6	-2	2	1	-6	1	1.1	0.9	5	1
COCCSc1ccccc1C(=O)NCc1ccc(S(N)(=O)=O)cc1	-7	-11	3	1	-6	1.1	1.1	1.1	-4	1
Cc1ccc(OCC(=O)NNC(=O)CSc2ncc(C#N)c(N)n2)cc1	15	-97	8	0.9	-1	0.9	1	0.8	-2	0.9
CCOC(=O)Cc1csc(NC(=O)COc2ccc3ccccc3c2)n1	18	-6	15	0.9	-3	0.8	1	0.8	21	0.8
O=S(=O)(c1ccc(NC(=S)NC2CC2)cc1)N1CCOCC1	22	-1	6	0.9	3	0.9	1	0.8	0	0.8
O=C(/C=C/c1ccc(Cl)cc1Cl)n1cccn1	-3	-9	-6	1.1	-5	1	1	1	-6	0.9
CCN(CC)c1cc(Oc2ccccc2)ncn1	9	-3	8	0.9	0	1	1	0.9	6	1
CCOc1ccc(N=c2scc(-c3ccc(OC)cc3)n2CCO)cc1	6	2	-13	1.1	8	1	0.9	0.9	-7	1
CC(C)CN1CCN(Cc2cccn2-c2cccnc2)CC1CCO (stereo unspecified)	-18	-11	-9	1.1	-8	1	1.1	1.2	-4	1.1
Cc1ccc(-c2cc(-c3ccccc3)c3c(N)c(S(C)(=O)=O)sc3n2)cc1	6	-11	-26	1.3	-9	1.4	1.1	0.9	43	1.3
CC(=O)c1cccc(NC(=O)CSCc2ccc(Br)cc2)c1	8	-5	7	0.9	-2	1	1	0.9	-1	1
O=C(N(c1ccccn1)c1ccccn1)C12CC3CC(CC(Cl)(C3)C1)C2	2	-2	-2	1	0	1	1	1	-6	0.9
O=C1C(Cl)=C(NCCN2CCCCC2)C(=O)c2ccccc21	9	4	15	0.9	15	0.5	0.9	0.9	99*	0.9
CCCCC(=O)Nc1ccc(C)c(O)c1	8	-13	2	1	-8	1	1.1	0.9	2	1.1
CCCCCCc1cc2cc(C(=O)Nc3ccccc3)c(=O)oc2cc1O	-6	-14	26	0.7	-8	1	1.1	1.1	86*	1
O=C(O)CCS(=O)(=O)Cc1ccccc1Cl	12	-12	30	0.7	-6	1.1	1.1	0.9	1	1
Cc1ccc(NC(=O)Cc2sc(C)nc2-c2ccc(C)cc2)cc1	16	-24	2	1	-4	0.9	1	0.8	0	0.9
O=S(=O)(c1ccc(C2CCCCC2)cc1)N1CCN(c2ncccn2)CC1	5	-13	12	0.9	-5	1	1	1	17	0.9
CCOC(=O)N1CCN(C(=O)COC(=O)c2ccc(O)cc2O)CC1	11	-8	7	0.9	-3	1	1	0.9	-3	1
O=C(COC(=O)CCc1c[nH]c2ccccc12)NC(c1ccccc1)c1ccccc1	14	-65	-1	1	-2	1	1	0.9	-6	0.9
Cc1cccc(CN2CCN(CC(=O)N3CCCC3)C2=O)c1	8	-11	13	0.9	-4	1.1	1	0.9	-3	1
CCn1c(SCC(=O)Nc2ccccc2N2CCOCC2)nnc1-c1ccccc1	14	-8	-2	1	0	1	1	0.9	2	0.9
Cc1ccc(C(C#N)c2ccc(C(=O)c3ccc(F)cc3)cc2)cc1 (stereo unspecified)	7	-10	.	0.4	-5	1	1.1	0.9	54*	0.9
CCN1CCN(Cc2nc3c(c(=O)n(C)c(=O)n3C)n2CCCc2ccccc2)CC1	13	-7	3	1	-3	0.9	1	0.9	.	0.9
S=C(c1ccc2c(c1)OCO2)N1CCCCCC1	5	-6	33	0.7	1	1	1	1	-6	1
Cc1c(C(=O)C(=O)N2CCN(C)CC2)c2ccccc2n1C	15	-8	7	0.9	-5	1	1	0.8	-8	1
C=CCn1c(SCC(=O)NCCOC)nnc1-c1cc2c(s1)CCC(CC)C2 (stereo unspecified)	9	-3	8	0.9	0	1	1	0.9	-2	0.8
Cc1c(NC(=O)c2ccccc2)cccc1[N+](=O)[O-]	9	-7	-2	1	-2	1	1	0.9	-9	1
CC(=O)c1cccc(NC(=O)N2CCCC2C(=O)Nc2c(C)cccc2C)c1 (stereo unspecified)	-5	-14	0	1	-6	1	1.1	1	7	1
OC(COc1cc(Cl)c(Cl)cc1Cl)CN1CCN(c2ncccn2)CC1 (stereo unspecified)	12	-8	4	1	0	0.9	1	0.9	-5	0.8
CN(CC(=O)Nc1sccc1C#N)C1CCCCC1	50	-4	6	0.9	-1	0.9	1	0.5	-5	1
N#Cc1nc(COc2ccccc2Cl)oc1N1CCCC1	25	-16	12	0.9	-8	0.9	1.1	0.8	10	0.9
Cc1ccccc1NC(=O)C1C2CCC(O2)C1C(=O)O (stereo unspecified)	7	-7	-1	1	1	1	1	0.9	-4	1.1
O=C(Nc1nnc(CC2=CCCCC2)s1)c1cccs1	12	-8	9	0.9	-2	1	1	0.9	-3	0.9
CCn1c(C(C)NC(=O)c2cccc(C)c2)n[nH]c1=S (stereo unspecified)	6	4	-19	1.2	1	0.9	1	0.9	-2	0.9
CCC(=O)Oc1ccc(C(=O)Nc2cccc(C(=O)c3ccccc3)c2)cc1	24	-6	0	1	-4	0.9	1	0.8	39	0.8
Oc1ccc(CNCC2COc3ccccc3O2)cc1 (stereo unspecified)	13	-2	4	1	1	0.9	1	0.9	88*	0.9
Nn1c(SCC(=O)Nc2ccc(F)cc2)nnc1C1CCCCC1	1	-13	6	0.9	-4	1	1	1	-4	1
C=C1c2ccccc2NC(=S)N1Cc1ccc2c(c1)OCO2	20	13	-3	1	-1	1.2	1	0.8	6	1.3
O=C(COC(=O)c1ccc2c(c1)OCO2)NCc1ccc(Cl)cc1	9	-9	13	0.9	-1	1	1	0.9	-6	1
COc1ccc(CCNC(=O)c2cc(-c3cc(C)c(C)cc3O)n[nH]2)cc1OC	-2	-84	-38	1.4	-9	1	1.1	1	-3	1
Cc1cc2nncn2c(Cc2ccccc2)n1	13	-3	10	0.9	-8	1	1.1	0.9	-8	1

# Record cards (already shown). Values in the order: Diaph inh CS | TNAP inh no acc | bIAP inh | bIAP act | TNAP inh hiacc | PMI act hi M6P | TNAP act hi DEA | Diaph act CS | L major viab | PMI activator
# CCC(=O)Oc1ccc(C(=O)Nc2cccc(C(=O)c3ccccc3)c2)cc1 as listed: 24 | -6 | 0 | 1 | -4 | 0.9 | 1 | 0.8 | 39 | 0.8
# COc1ccc(CCNC(=O)c2cc(-c3cc(C)c(C)cc3O)n[nH]2)cc1OC as listed: -2 | -84 | -38 | 1.4 | -9 | 1 | 1.1 | 1 | -3 | 1
# Oc1ccc(CNCC2COc3ccccc3O2)cc1 (stereo unspecified) as listed: 13 | -2 | 4 | 1 | 1 | 0.9 | 1 | 0.9 | 88* | 0.9
# Nn1c(SCC(=O)Nc2ccc(F)cc2)nnc1C1CCCCC1 as listed: 1 | -13 | 6 | 0.9 | -4 | 1 | 1 | 1 | -4 | 1
